Assay outcomes (PubChem BioAssay)
TcdB inh – inhibitors of Clostridioides difficile toxin B glycohydrolase; P18177; TcdB glycohydrolase enzymatic assay, plate reader; inhibition, % at 9.99 µM; 350,000 tested, 0.24% active; in the data active = inhibition above about 10%
Starred values were filed as active, the others as inactive. Not all compounds are listed; rates above refer to the full screens.

SMILES	TcdB inh
Cc1noc(C)c1NC(=O)N(C)C[C@@H]1Oc2c(cccc2N(C)C)C(=O)N([C@H](C)CO)C[C@@H]1C	-0.2
C[C@@H]1CN([C@H](C)CO)S(=O)(=O)c2ccc(-c3cccc(C#N)c3)cc2O[C@@H]1CN(C)Cc1cccc(F)c1	0.2
COc1ccccc1-c1ccc([C@H]2[C@@H](C#N)N(C(=O)C3CC3)[C@@H]2CO)cc1	1.6
CO[C@H]1CN(C)C(=O)c2cc(NC(=O)c3cccc(F)c3)ccc2OC[C@@H](C)NC[C@@H]1C	-1.9
CO[C@@H]1CN(C)C(=O)c2ccc(NC(=O)C3CCCCC3)cc2OC[C@@H](C)N(Cc2nccs2)C[C@H]1C	0.0
Cc1ccc(S(=O)(=O)N[C@H]2C=C[C@H](CC(=O)NCCc3ccncc3)O[C@@H]2CO)cc1	0.3
C[C@H]1CN([C@@H](C)CO)C(=O)c2cccc(NS(=O)(=O)c3cn(C)cn3)c2O[C@H]1CN(C)C(=O)Nc1cccc2ccccc12	-0.8
C[C@@H]1CN([C@@H](C)CO)C(=O)c2cc(NC(=O)Nc3cccc4ccccc34)ccc2O[C@H]1CN(C)C(=O)NC1CCCCC1	-0.8
COC(=O)[C@H]1[C@H](CO)[C@H]2Cn3c(ccc(-c4ccccc4F)c3=O)[C@H]2N1C(=O)c1ccccn1	-7.3
Cc1ccc(S(=O)(=O)Nc2cccc3c2O[C@@H](CN(C)Cc2ccc(Oc4ccccc4)cc2)[C@H](C)CN([C@H](C)CO)C3=O)cc1	-2.1
COc1ccc2c3c([nH]c2c1)[C@H](CO)N(Cc1nccs1)CC31CN(C(=O)C2CC2)C1	1.1
Cc1noc(C)c1NC(=O)N(C)C[C@@H]1Oc2ccc(NC(=O)CCN3CCOCC3)cc2C(=O)N([C@H](C)CO)C[C@@H]1C	0.3
CN1C(=O)c2cc(NC(=O)c3cccc(F)c3)ccc2OC[C@H]2O[C@H](CC(=O)Nc3ccccc3)CC[C@@H]21	-0.4
C[C@@H]1CN([C@@H](C)CO)C(=O)c2cc(C#CCc3ccccc3)cnc2O[C@@H]1CN(C)C(=O)C1CCOCC1	0.7
COc1ccc(CN(C)C[C@H]2Oc3ccc(NC(=O)NC4CCCCC4)cc3CC(=O)N([C@H](C)CO)C[C@H]2C)cc1	1.3
CCNC(=O)c1cc2c(c(-c3cccc(-c4cccc(F)c4)c3)n1)[C@@H](CCO)N([S@](=O)C(C)(C)C)C2	1.4
COc1ccc(-c2cn(CC[C@H]3CC[C@H](NC(=O)c4cnccn4)[C@H](CO)O3)nn2)cc1	-0.9
C[C@@H]1CN([C@@H](C)CO)C(=O)c2cc(-c3ccc(F)cc3)cnc2O[C@H]1CN(C)C(=O)C1CCC1	0.3
C[C@@H]1CN([C@H](C)CO)C(=O)c2cc(NC(=O)CCCN(C)C)ccc2O[C@H]1CN(C)Cc1ccc(C(F)(F)F)cc1	0.2
CO[C@H]1CN(C)C(=O)c2cc(NC(=O)C3CC3)ccc2OC[C@@H](C)N(CC2CC2)C[C@H]1C	0.3

Fetched by compound from above (4):
SMILES	TcdB inh
Cc1noc(C)c1NC(=O)N(C)C[C@@H]1Oc2ccc(NC(=O)CCN3CCOCC3)cc2C(=O)N([C@H](C)CO)C[C@@H]1C	0.3
COC(=O)[C@H]1[C@H](CO)[C@H]2Cn3c(ccc(-c4ccccc4F)c3=O)[C@H]2N1C(=O)c1ccccn1	-7.3
C[C@@H]1CN([C@@H](C)CO)C(=O)c2cc(-c3ccc(F)cc3)cnc2O[C@H]1CN(C)C(=O)C1CCC1	0.3
COc1ccc(CN(C)C[C@H]2Oc3ccc(NC(=O)NC4CCCCC4)cc3CC(=O)N([C@H](C)CO)C[C@H]2C)cc1	1.3

(listing goes on)
SMILES	TcdB inh
C[C@H](CO)N1C[C@H](C)[C@@H](CN(C)S(=O)(=O)c2ccc(F)cc2)Oc2c(NC(=O)c3cnccn3)cccc2C1=O	-1.2
C[C@@H]1CCCCO[C@H](CN(C)S(=O)(=O)c2ccc(Cl)cc2)[C@H](C)CN([C@H](C)CO)C(=O)c2cc(NC(=O)CCC(F)(F)F)ccc2O1	1.7
CO[C@H]1CN(C)C(=O)c2cc(NC(C)=O)ccc2OC[C@H](C)N(CCC(F)(F)F)C[C@H]1C	0.7
Cc1noc(C)c1NC(=O)Nc1ccc2c(c1)C(=O)N([C@H](C)CO)C[C@@H](C)[C@H](CN(C)Cc1ccc(C(F)(F)F)cc1)O2	-2.0
CCCNC(=O)N1CC2(C1)[C@H](c1ccccc1)[C@@H](CO)N2C(=O)C1CC1	0.2
C[C@@H]1CCCCO[C@H](CN(C)CC2CCCCC2)[C@@H](C)CN([C@H](C)CO)C(=O)c2cc(NC(=O)Cc3ccccc3)ccc2O1	0.0
CNC(=O)C[C@H]1CC[C@@H]2[C@H](COc3ccc(NC(=O)Nc4cccc(C)c4)cc3C(=O)N2C)O1	2.0
CS(=O)(=O)N1[C@H](C#N)[C@@H](c2ccccc2-c2ccc(F)cc2)[C@@H]1CO	0.0
C[C@@H]1CN([C@H](C)CO)C(=O)c2cc(NC(=O)NC3CCCCC3)ccc2O[C@H]1CN(C)Cc1ccc(-c2ccccc2)cc1	0.4
C[C@@H]1CN([C@@H](C)CO)C(=O)c2cc(C#CCN(C)C)cnc2O[C@@H]1CN(C)C	-0.8
C[C@@H]1CN([C@H](C)CO)C(=O)c2cc(NC(=O)CCCN(C)C)ccc2O[C@@H]1CN(C)C	0.5
N#C[C@@H]1[C@@H](c2ccc(C3=CCCCC3)cc2)[C@@H](CO)N1C(=O)c1cccc(F)c1	0.4
CCN1[C@@H]2c3cccc(=O)n3C[C@H]1[C@H](CO)[C@H]2C(=O)NC1Cc2ccccc2C1	-1.6
C[C@H]1CCCCO[C@H](CN(C)Cc2ccc(C(=O)O)cc2)[C@@H](C)CN([C@@H](C)CO)C(=O)c2cc(NC(=O)C3CCCCC3)ccc2O1	-0.4
C[C@@H]1CCCCO[C@@H](CN(C)S(=O)(=O)c2cn(C)cn2)[C@H](C)CN([C@H](C)CO)C(=O)c2cc(NC(=O)NC3CCCCC3)ccc2O1	1.8
CN(C)C(=O)C[C@H]1C[C@H]2c3cc(NS(C)(=O)=O)ccc3O[C@H]2[C@H](CO)O1	1.4
CCC(=O)Nc1ccc2c(c1)OC[C@H](C)N(C(=O)NC(C)C)C[C@@H](C)[C@H](OC)CN(C)C2=O	8.6
CCC(=O)Nc1ccc2c(c1)OC[C@@H](C)N(CC1CC1)C[C@H](C)[C@H](OC)CN(C)C2=O	-1.4
CCCC#Cc1ccc2c(c1)O[C@H](CN(C)Cc1ccc3c(c1)OCO3)[C@@H](C)CN([C@H](C)CO)S2(=O)=O	-1.0
Cc1ccc(S(=O)(=O)Nc2ccc3c(c2)CC(=O)N([C@H](C)CO)C[C@@H](C)[C@H](CN(C)C(=O)NC2CCCCC2)O3)cc1	-0.6
C[C@H]1CN([C@@H](C)CO)C(=O)c2cc(C#Cc3ccccc3F)cnc2O[C@H]1CN(C)C(=O)Cc1ccccc1	1.3
COCC(=O)N1CCCCN2[C@H](CO)[C@@H](c3ccc(-c4cccc(C)c4)cc3)[C@@H]2C1	-0.5
N#Cc1ccc(-c2ccc([C@@H]3[C@H]4CN(C(=O)Cc5ccccc5)CCCCN4[C@H]3CO)cc2)cc1	0.8
CN1C(=O)c2cc(NC(=O)Cc3cccs3)ccc2OC[C@H]2O[C@@H](CC(=O)NCC3CCCCC3)CC[C@H]21	-0.9
C[C@H](CO)N1C[C@H](C)[C@H](CN(C)Cc2ccncc2)Oc2c(NS(=O)(=O)c3ccccc3)cccc2C1=O	-0.7
Cc1noc(C)c1NC(=O)N(C)C[C@@H]1Oc2ccc(NC(=O)Nc3cccc4ccccc34)cc2CC(=O)N([C@@H](C)CO)C[C@H]1C	0.3
CC(C)NC(=O)Nc1ccc2c(c1)C(=O)N([C@H](C)CO)C[C@H](C)[C@@H](CN(C)C(=O)CCC(F)(F)F)OCCCC[C@H](C)O2	1.1
COc1ccc(CN2CC3(CCN(C(=O)Cc4ccccc4)CC3)c3c([nH]c4cc(OC)ccc34)[C@H]2CO)cc1	0.4
Cc1ccc(S(=O)(=O)N(C)C[C@H]2OCCCC[C@H](C)Oc3ccc(NS(=O)(=O)c4ccc(F)cc4)cc3C(=O)N([C@@H](C)CO)C[C@H]2C)cc1	0.6
C[C@@H]1CN([C@@H](C)CO)C(=O)c2cccc(NC(=O)c3ccc(-c4nccs4)cc3)c2O[C@H]1CN(C)Cc1ccc2c(c1)OCO2	-0.8
O=C(N[C@@H]1C=C[C@@H](CC(=O)N2CCc3ccccc3C2)O[C@@H]1CO)C1CCOCC1	-0.3
O=C(NCC[C@@H]1CC[C@@H](NS(=O)(=O)Cc2ccccc2)[C@H](CO)O1)C1CC1	-1.5
C[C@@H]1CN([C@@H](C)CO)C(=O)CCCn2cc(nn2)CO[C@@H]1CN(C)S(=O)(=O)c1ccc(-c2ccccc2)cc1	0.3
Cc1cccc(S(=O)(=O)N2C[C@H](O)COC[C@@H]3O[C@@H](CC(=O)Nc4ccccc4)CC[C@H]32)c1	-0.5
CO[C@@H]1CN(C)C(=O)c2cc(NS(=O)(=O)c3ccccc3)ccc2OC[C@H](C)N(C(=O)NC(C)C)C[C@H]1C	-1.9
O=C(C[C@@H]1CC[C@@H](NC(=O)Nc2ccc3c(c2)OCO3)[C@@H](CO)O1)NCc1ccccc1	-2.3
CC(C)NC(=O)Nc1ccc2c(c1)C(=O)N([C@H](C)CO)C[C@H](C)[C@H](CN(C)S(=O)(=O)c1ccccc1)O2	0.1
CCCC#Cc1cnc2c(c1)C(=O)N([C@@H](C)CO)C[C@H](C)[C@@H](CN(C)C(=O)c1cccnc1)O2	0.2
CCN1[C@@H]2c3ccc(-c4ccccc4OC)c(=O)n3C[C@H]1[C@H](CO)[C@H]2C(=O)N[C@@H](C)c1ccccc1	0.3
O=C(NCC(F)(F)F)[C@@H]1[C@@H](CO)[C@@H]2Cn3c(cccc3=O)[C@@H]2N1Cc1cccc(F)c1	-3.2

In the list so far, these contain an NH in an aromatic ring.
SMILES	TcdB inh
COc1ccc2c3c([nH]c2c1)[C@H](CO)N(Cc1nccs1)CC31CN(C(=O)C2CC2)C1	1.1
COc1ccc(CN2CC3(CCN(C(=O)Cc4ccccc4)CC3)c3c([nH]c4cc(OC)ccc34)[C@H]2CO)cc1	0.4

At a glance, some entries already given:
SMILES	TcdB inh
CCN1[C@@H]2c3ccc(-c4ccccc4OC)c(=O)n3C[C@H]1[C@H](CO)[C@H]2C(=O)N[C@@H](C)c1ccccc1	0.3
O=C(NCC(F)(F)F)[C@@H]1[C@@H](CO)[C@@H]2Cn3c(cccc3=O)[C@@H]2N1Cc1cccc(F)c1	-3.2

(listing goes on)
SMILES	TcdB inh
CCS(=O)(=O)N1[C@H](CO)[C@@H](c2ccc(C#Cc3ccccc3F)cc2)[C@@H]1C#N	-4.3
COc1ccc(S(=O)(=O)Nc2cccc3c2O[C@H](CN(C)Cc2ccc4c(c2)OCO4)[C@H](C)CN([C@H](C)CO)C3=O)cc1	0.9
C[C@@H]1CN([C@H](C)CO)C(=O)c2cccc(NC(=O)c3ccc(-c4nccs4)cc3)c2O[C@@H]1CN(C)CC1CC1	0.2
COc1ccc(NC(=O)N(C)C[C@H]2Oc3ccc(NS(=O)(=O)c4ccc(OC)cc4)cc3C(=O)N([C@@H](C)CO)C[C@@H]2C)cc1	-0.9
COc1ccc(NC(=O)Nc2ccc3c(c2)C(=O)N([C@@H](C)CO)C[C@@H](C)[C@H](CN(C)Cc2ccc(Oc4ccccc4)cc2)O3)cc1	-12
C[C@@H]1CCCCO[C@@H](CN(C)C(=O)Nc2ccc3c(c2)OCO3)[C@H](C)CN([C@@H](C)CO)C(=O)c2cc(NS(=O)(=O)c3ccc(Cl)cc3)ccc2O1	-1.4
O=C(CN1CCOCC1)NCC[C@@H]1CC[C@@H](NS(=O)(=O)c2ccc(Cl)cc2)[C@@H](CO)O1	0.2
O=C(C[C@@H]1C[C@@H]2c3cc(NC(=O)NC4CCCC4)ccc3O[C@@H]2[C@H](CO)O1)NCc1cccnc1	3.6
CCN(C[C@@H]1N[C@H](CO)[C@H]1c1ccc(-c2cccc(C#N)c2)cc1)C(=O)COC	0.0
COc1ccc(S(=O)(=O)Nc2ccc3c(c2)C(=O)N([C@H](C)CO)C[C@H](C)[C@H](CN(C)C(=O)CCC(F)(F)F)OCCCC[C@@H](C)O3)cc1	0.6
C/C=C/c1ccc([C@H]2[C@H](CO)N3CCCCN(S(=O)(=O)c4cccs4)C[C@@H]23)cc1	-0.9
Cc1noc(C)c1S(=O)(=O)Nc1ccc2c(c1)CC(=O)N([C@@H](C)CO)C[C@@H](C)[C@H](CN(C)S(=O)(=O)c1cccs1)O2	1.2
COCC(=O)N1CC(=O)N2[C@H](CO)[C@@H](c3ccc(C#Cc4cccnc4)cc3)[C@H]2C1	-0.1
CCCN(C)C[C@@H]1Oc2ncc(-c3ccccc3OC)cc2C(=O)N([C@H](C)CO)C[C@@H]1C	-2.4
COc1ccc(NC(=O)Nc2ccc3c(c2)CC(=O)N([C@H](C)CO)C[C@H](C)[C@@H](CN(C)S(=O)(=O)c2ccccc2)O3)cc1	-0.1
Cc1noc(C)c1NC(=O)Nc1cccc2c1O[C@H](CN(C)Cc1ccc(Oc3ccccc3)cc1)[C@H](C)CN([C@H](C)CO)C2=O	-0.5
OC[C@H]1[C@@H](c2ccc(/C=C/c3ccccc3)cc2)[C@@H]2CN(Cc3cncnc3)CCCCN12	0.3
C[C@H](NC(=O)C[C@@H]1C[C@H]2c3cc(NC(=O)NC4CCCCC4)ccc3O[C@H]2[C@H](CO)O1)c1ccccc1	-1.4
C[C@H]1CN([C@@H](C)CO)S(=O)(=O)c2ccc(C#Cc3ccncc3)cc2O[C@@H]1CN(C)S(=O)(=O)c1ccccc1	0.2
C[C@H](CO)N1C[C@H](C)[C@H](CN(C)C(=O)Nc2ccc3c(c2)OCO3)Oc2ncc(/C=C/c3ccccc3)cc2C1=O	0.5
